Cardio protect – myocardial damage modulation in H9c2 cells. protection from H2O2 cell death, % at 20 µM. H9c2 cardiomyocytes, H2O2 injury protection, ATPLite, 2 h. actives 0.63% (n = 360,000). AID 588492;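 active = compounds giving at least 50% protection of heart cells from peroxide-induced death in the single-dose screen, raw or plate-pattern-corrected value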;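 also: 0% = DMSO wells with peroxide and 100% = DMSO wells without peroxide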
iPSC survival up – increases survival of single human iPS cells; hiPSC single-cell survival, ATPlite luminescence; 100% = ROCK inhibitor wells, 0% = DMSO; actives 0.044% (n = 360,000); AID 602274; survival enhancement, % at 20 µM; in the data active = survival enhancement above about 18%;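 also: cells exposed to compounds for 16 hours before the ATP read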
PDI inh – inhibitors of human protein disulfide isomerase | PDI insulin aggregation turbidity, A650, 90 min | AID 588391 | inhibition, % at 10 µM | actives 0.052% (n = 350,000);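 active = mean inhibition across replicates of 30% or more, whatever share of single replicates reach that level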;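 also: absorbance from insulin aggregation driven by PDI reduction with DTT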
HIF-2a block – HIF-2a inhibition; 786-0 RCC cells HIF-2a reporter, luciferase luminescence, overnight; inhibition, % at 18.8 µM; actives 0.72% (n = 360,000); AID 624352;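 active = inhibition of the luminescence signal of 40% or more relative to plate controls, in a single-dose primary screen at 18.75 µM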
NR2E3 ag-1 – activates human NR2E3 receptor. Q9Y5X4. CHO-S Gal4-NCOR/VP16-NR2E3 two-hybrid, luciferase. inhibition of corepressor binding, % at 3.98 µM. actives 0.35% (n = 360,000). AID 602229;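 active = inhibition above the mean of all tested compounds plus 3 SD, cut at about 70% in these data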;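 also: 0% = DMSO with NR2E3 transfected cells and 100% = cells lacking NR2E3 construct; higher means lower luciferase signal from less NR2E3 corepressor binding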
Target sequence (Q9Y5X4 whole entry, looked up, the tested form may be a part): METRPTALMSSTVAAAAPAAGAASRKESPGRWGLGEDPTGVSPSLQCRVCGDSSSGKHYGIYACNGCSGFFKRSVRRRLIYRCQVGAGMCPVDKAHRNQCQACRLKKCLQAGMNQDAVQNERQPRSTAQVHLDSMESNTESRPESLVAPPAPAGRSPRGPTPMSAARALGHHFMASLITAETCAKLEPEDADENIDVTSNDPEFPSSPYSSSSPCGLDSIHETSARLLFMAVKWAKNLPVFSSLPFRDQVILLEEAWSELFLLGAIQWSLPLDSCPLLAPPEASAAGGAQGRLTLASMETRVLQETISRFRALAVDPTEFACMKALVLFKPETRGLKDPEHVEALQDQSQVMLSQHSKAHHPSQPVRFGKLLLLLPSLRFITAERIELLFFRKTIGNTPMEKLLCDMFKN
NR2E3 ag-2 – agonists of human nuclear receptor NR2E3. inhibition of corepressor binding, % at 4.78 µM. GST-NR2E3/biotin-RetCOR TR-FRET, 1536-well. Q9Y5X4. AID 2300. actives 0.12% (n = 320,000);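 active = percent inhibition above the cutoff of mean plus 3 SD of all tested compounds, set per screening campaign, cut at about 20% in these data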;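 also: 0% = DMSO wells and 100% = biotin wells as full block of FRET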
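Assay system: NR2E3–RetCOR corepressor complex. Quantity: 1.35 nM GST-NR2E3. Buffer or medium: pH 7.5 Tris-based buffer. Reagent: biotinylated RetCOR corepressor at 7 nM final. Schedule: 5 h at 4 °C. Detection: TR-FRET, emission read at 617 and 671 nm. Replicates: one well per compound, singlicate testing.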
MITF TRPM1 inh – reduces MITF-dependent TRPM1 promoter luciferase signal | SK-MEL-5 TRPM1 promoter luciferase, 24 h | inhibition, % at 12.5 µM | actives 0.83% (n = 330,000) | AID 488899;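 active = mean inhibition across replicates of 60% or more, whatever share of single replicates reaches that level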; also: values of inactives mirror those of a sister screen read the other way
CaV13 FRET inh – Primary screen for inhibitors of IQ motif and Ca2+-dependent inactivation inhibitor domain binding in CACNA1D, Förster resonance energy transfer in living cells, …. HEK cells, CFP/YFP FRET ICDI-IQ, plate reader, 10 min; percent FRET-ratio fall versus neutral wells. inhibition, % at 12.3 µM. actives 0.098% (n = 340,000);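 active = mean replicate inhibition of at least 30% and at least 1% of replicates passing that level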;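 also: 0% = median of the neutral control wells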
HTR2A ag – agonists of mouse serotonin 5-HT2A receptor (HTR2A); P35363; CHO-K1 mHTR2A beta-arrestin complementation, luminescence; percent of 30 µM serotonin response; activation, % at 7.6 µM; actives 0.66% (n = 360,000); AID 624169;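 active = activation above a run cutoff, the mean activation of all tested compounds plus 3 SD, cut at about 14% in these data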;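 also: 0% = plate median of compound wells and 100% = 30 µM serotonin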
Target sequence (P35363 whole entry, looked up): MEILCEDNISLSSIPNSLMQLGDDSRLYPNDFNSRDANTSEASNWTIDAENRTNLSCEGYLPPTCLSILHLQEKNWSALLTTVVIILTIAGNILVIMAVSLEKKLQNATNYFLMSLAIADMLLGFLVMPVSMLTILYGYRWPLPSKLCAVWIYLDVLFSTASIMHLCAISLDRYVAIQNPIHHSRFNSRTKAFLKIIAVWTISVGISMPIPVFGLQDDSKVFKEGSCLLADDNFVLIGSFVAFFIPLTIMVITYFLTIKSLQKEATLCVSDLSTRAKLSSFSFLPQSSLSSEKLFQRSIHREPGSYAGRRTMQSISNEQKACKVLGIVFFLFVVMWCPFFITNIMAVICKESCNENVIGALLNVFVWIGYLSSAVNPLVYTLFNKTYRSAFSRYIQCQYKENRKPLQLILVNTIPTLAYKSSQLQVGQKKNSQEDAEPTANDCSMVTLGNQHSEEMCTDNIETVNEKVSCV
Shn3 inh set2 – inhibitors of Schnurri-3 3'UTR reporter in osteoblasts; Clone20 osteoblast Shn3 3'UTR firefly luciferase, 24 h; inhibition, % at 12.5 µM; actives 0.52% (n = 360,000);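 active = mean inhibition of at least 75% with every replicate also reaching 75%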;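 also: 0% = median of neutral control wells and 100% = pilot-screen positive control compound; some compounds past the cut are filed as inactive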
Peg3 promoter – inhibitors of Peg3 promoter. actives 1.7% (n = 360,000). inhibition, % at 20 µM. AID 588405. HeLa PEG-Prom luciferase reporter, luminescence, overnight;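 active = inhibition of at least 50% at 20 µM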
Starred values were filed as active, the others as inactive; . = no result given. Compounds were not picked by outcome; about 3.9% have a hit in one of these screens.

SMILES	Cardio protect	iPSC survival up	PDI inh	HIF-2a block	NR2E3 ag-1	NR2E3 ag-2	MITF TRPM1 inh	CaV13 FRET inh	HTR2A ag	Shn3 inh set2	Peg3 promoter
Cc1ccc(NC(=O)CN(C)C(=O)c2ccc(NS(=O)(=O)c3ccc4[nH]c(=O)[nH]c4c3)cc2)cc1	9.5	2.6	-14.2	7.5	-8.5	4.1	8.1	-2.4	-0.6	13.1	-4.5
COC(=O)C(Cc1cnc(Cl)s1)(C(=O)OC)c1ccc([N+](=O)[O-])cc1	0.9	1.0	-0.9	14.9	-15.4	-0.2	-0.8	-3.0	-3.1	-6.8	9.0
CCOc1ccc(N2CC(C(=O)NC3=NCCS3)CC2=O)cc1 (centres undefined)	8.9	1.9	-2.7	6.8	-26.9	-3.3	-1.8	-2.4	1.4	-1.7	3.2
COc1ccc(NC(=O)NNS(=O)(=O)c2cc(C)ccc2C)cc1OC	0.9	-0.3	-3.1	9.8	-23.0	3.3	7.0	-5.9	0.8	5.8	10.0
CCCS(=O)(=O)NC(=O)C1(C)CCCN(C(=O)c2ccccc2)C1 (centres undefined)	-5.1	-1.2	-3.5	11.8	-25.9	.	.	-13.1	2.2	-11.6	-8.7
Cn1c(-c2ccc3c(c2)OCO3)cnc1NC(=O)CCC(=O)NCCc1ccccc1	-3.3	1.6	3.1	-37.5	-8.7	-0.5	-14.8	-2.8	-1.2	-0.7	-26.6
O=C(NCCCn1ccnc1)c1ccco1	-2.1	2.3	7.1	3.9	7.7	-2.0	5.3	-5.7	-0.6	-28.5	-1.2
Cc1cc2ccccn2c1C(=O)c1nc(NCc2ccccc2)ncc1Cl	-14.7	0.7	2.5	27.7	-15.8	6.2	25.7	5.0	0.0	0.6	22.1
Cc1ccnn1CC(=O)N/N=C/c1ccc([N+](=O)[O-])s1	2.7	0.6	-9.3	-5.4	-28.9	-1.3	55.0	-13.5	4.5	3.1	7.7
O=C(CSc1nc(-c2ccccc2)c(-c2ccccc2)o1)N1CCOCC1	-3.1	-2.5	6.5	8.6	7.7	-3.0	4.0	-5.7	-0.2	13.8	13.8
CCOC(=O)Cc1csc(NC(=O)c2ccncc2)n1	-4.9	4.2	-2.9	8.4	0.4	3.5	1.8	-5.3	-2.3	15.0	19.9
COc1ccc(NC(=O)C2CCCN(S(=O)(=O)c3ccc4c(c3)oc(=O)n4C)C2)c(OC)c1 (centres undefined)	7.7	2.4	-7.4	9.6	20.7	1.8	.	-7.0	-1.2	21.8	13.4
CCCCN(CC)C(=O)/C=C/c1cccc([N+](=O)[O-])c1	6.2	0.5	-13.4	-15.8	1.3	2.1	0.9	.	-5.1	5.9	-1.3
Clc1ccc(N2COC3c4cccc5cccc(c45)C32)cc1 (centres undefined)	-6.4	2.0	-2.7	-115.5	-24.2	-4.9	-7.7	-3.5	-0.1	-6.7	-23.3
Cc1ccc(CN(C(=O)c2csnn2)C(C(=O)NC2CCCC2)c2ccc(C)o2)cc1 (centres undefined)	26.2	-2.8	3.7	-1.4	-20.5	-0.6	7.2	.	-1.6	-8.9	-7.9
COC(=O)CC(C(=O)Nc1cc(C(=O)OC)cc(C(=O)OC)c1)N1CCN(C)CC1 (centres undefined)	3.1	-1.0	7.4	-3.8	3.7	5.6	-1.8	-4.5	8.4	15.5	5.1
S=c1[nH]c(-c2ccccc2)cn1/N=C/c1ccccc1Br	-10.5	0.1	-3.7	-168.0	-54.3	-2.5	-10.7	-2.7	0.9	-16.3	-175.9
Nc1nc(C23CC4CC(CC(C4)C2)C3)cs1	-4.0	0.4	18.0	0.4	12.9	0.2	-2.0	.	0.5	6.6	-2.4
Cc1cc(C)c(C(O)c2ncc(-c3ccccc3Cl)[nH]2)c(C)c1 (centres undefined)	-14.5	-0.1	12.3	-1.9	-7.0	.	.	-6.0	1.0	7.0	3.2
CCc1cccc(C)c1NC(=O)C1CCN(c2nn3c(=O)cc(C)nc3s2)CC1	-3.2	-0.5	-5.2	10.0	4.5	-0.4	-11.3	-2.6	1.9	8.6	-8.9
Cc1ccc(S(=O)(=O)N(CC(=O)N2CCCC2)C2CCCCC2)cc1	-2.2	3.4	-4.1	3.2	10.3	-0.1	12.4	-7.9	-1.1	-16.1	3.3
Cc1ccc(-c2ccc(CCC(=O)O)n2-c2cccc(C(=O)O)c2)cc1	-1.3	-0.4	12.3	-94.0	-111.4	.	-14.9	-5.1	2.3	-74.0	-151.3
CN(c1ccccc1C(=O)NC1CCCCC1)S(=O)(=O)c1ccccc1	6.8	-1.7	-1.4	18.3	-13.6	1.6	8.0	4.7	1.9	18.9	18.5
O=C1C=CC[C@H](/C=C/C[C@@H](O)C[C@H](O)CCc2ccccc2)O1	-4.4	-1.3	.	8.5	1.3	-0.3	.	.	4.5	-8.4	13.6
Cc1[nH]c(C)c(S(=O)(=O)NCc2ccccc2Cl)c1C(=O)N1CCCC1	-1.1	0.2	-4.9	14.6	22.9	2.1	-9.4	-5.9	5.4	-8.4	-1.8
New compounds follow.
SMILES	Cardio protect	iPSC survival up	PDI inh	HIF-2a block	NR2E3 ag-1	NR2E3 ag-2	MITF TRPM1 inh	CaV13 FRET inh	HTR2A ag	Shn3 inh set2	Peg3 promoter
Cc1ccc(S(=O)(=O)N2CCCCC2)cc1C(=O)NC1CC(C)(C)NC(C)(C)C1	0.0	-0.4	11.1	7.3	-30.0	-3.5	-12.9	-5.5	-4.5	-22.9	2.0
Cc1c(Cl)cccc1NC(=O)CCC(=O)N/N=C/c1ccco1	2.8	0.0	3.6	6.5	-8.0	.	0.0	.	-5.6	-8.3	7.1
COc1ccc(Cc2nnc(SCC(=O)NC(C)c3ccccc3)o2)cc1 (centres undefined)	1.7	-1.1	5.9	25.1	-3.4	0.0	8.8	-4.3	0.3	2.8	24.9
Cc1nc(C(F)(F)F)nc(Nc2ccc(N=Nc3ccccc3)cc2)c1C#N	4.9	6.0	-4.5	18.4	-8.1	2.0	-6.7	-3.0	1.7	-14.4	-2.9
CCCCC(CCC(=O)Nc1ccccc1C(=O)OCC)C(=O)O (centres undefined)	4.7	0.2	0.1	2.5	9.2	-3.7	-0.2	.	-0.2	15.0	-2.3
Cc1c(Cc2ccccc2)[n+](=O)c2ccccc2n1[O-]	4.3	5.3	8.6	6.2	-5.5	.	.	-10.1	4.3	-19.2	12.5
O=C(Nc1ccncc1)c1cc(-c2ccccn2)nc2ccc(Br)cc12	18.3	-0.6	-2.0	14.7	-11.3	3.3	1.6	-17.8	2.6	14.5	7.5
Cc1ccc(C(=O)CC2(O)C(=O)N(C)c3ccc(Br)cc32)c(C)c1 (centres undefined)	-1.4	-2.3	8.6	19.1	-23.3	-1.6	6.3	8.3	-0.1	-9.2	3.7
CC1CN(S(=O)(=O)c2cccc(C(=O)NNC(=O)C(C)Oc3ccccc3F)c2)CC(C)O1 (centres undefined)	9.7	-0.1	5.0	15.2	-3.4	2.1	3.2	-5.9	5.4	-5.8	2.9
COc1ccc(Cl)cc1NC(=O)C(C)N1CCc2ccccc21 (centres undefined)	-12.4	0.9	0.2	18.4	8.9	0.6	1.0	7.8	-7.2	11.1	12.2
C/C(CC(=O)Nc1cccnc1)=N/NC(=O)COc1ccc(Cl)cc1Br	7.0	-0.5	1.2	12.0	-9.4	-6.0	0.3	-19.8	4.3	1.2	9.6
Oc1ccc(CNC2CCCCC2)cc1	-4.0	-0.8	-3.7	12.0	10.2	-1.1	-14.3	.	-2.5	0.9	-6.2
Cc1ccc(C)c(NC(=O)Cn2nnc(C(=O)NCc3ccco3)c2N)c1	2.0	-0.5	-2.3	4.6	-16.1	-1.2	13.8	-4.0	0.0	10.1	13.6
O=C(CN1C(=O)N/C(=C\c2ccccc2OCc2ccc(C(=O)O)cc2)C1=O)Nc1ccccc1F	3.7	-0.4	11.7	6.9	-26.4	-4.2	7.0	-3.4	4.5	-19.6	-0.7
COCCCNC(=O)C(=O)NCC1CCCN1S(=O)(=O)c1cccs1 (centres undefined)	-0.1	1.7	-0.4	12.0	-12.9	-0.4	-3.0	-6.5	1.5	-8.4	3.3
O=C(c1ccco1)N1CCN(C(=O)c2[nH]ncc2[N+](=O)[O-])CC1	-4.0	0.6	-34.5	13.2	1.6	-3.3	-3.1	-4.6	6.4	1.9	2.3
O=C(NCCc1ccccc1)Nc1cccc(Cl)c1	-3.3	0.8	-0.5	-152.7	-47.6	-1.5	-49.1	-6.3	-1.5	-5.4	-196.0
Cc1ccc([N+](=O)[O-])cc1-c1ccc2cccc(C)c2n1	-7.5	-0.1	-10.4	9.3	5.5	1.0	42.7	.	3.5	-12.4	-42.0
Nc1ccc2nn(-c3ccccc3)nc2c1	-20.5	-1.4	1.1	-144.9	-50.1	.	-2.2	-10.7	0.0	-53.0	-222.8
O=c1[nH]c2ccccc2c(=O)n1CCCO	4.5	-1.7	0.0	14.9	7.7	1.3	7.2	-7.5	-1.7	8.8	-10.0
O=C(CSc1nnnn1-c1ccccc1)c1cc2ccccc2oc1=O	2.4	-1.9	6.0	-66.0	-18.6	2.0	-2.6	-5.2	0.8	2.1	-143.7
Cc1cc(C)nc(SCc2cnc(C)nc2N)n1	-1.9	1.0	-1.2	15.8	-13.3	1.9	19.5	-6.3	2.5	-7.1	-2.4
C[C@H]1CCCCO[C@H](CN(C)S(=O)(=O)c2cn(C)cn2)[C@@H](C)CN([C@@H](C)CO)C(=O)c2cc(NS(=O)(=O)c3ccccc3)ccc2O1	-2.7	4.3	5.6	8.5	-6.3	.	.	-2.0	11.8	15.1	5.2

Record cards, from the list above:
Nc1ccc2nn(-c3ccccc3)nc2c1 across the screens: Cardio protect: -20.5; iPSC survival up: -1.4; PDI inh: 1.1; HIF-2a block: -144.9; NR2E3 ag-1: -50.1; NR2E3 ag-2: .; MITF TRPM1 inh: -2.2; CaV13 FRET inh: -10.7; HTR2A ag: 0.0; Shn3 inh set2: -53.0; Peg3 promoter: -222.8
CCOC(=O)Cc1csc(NC(=O)c2ccncc2)n1 across the screens: Cardio protect: -4.9; iPSC survival up: 4.2; PDI inh: -2.9; HIF-2a block: 8.4; NR2E3 ag-1: 0.4; NR2E3 ag-2: 3.5; MITF TRPM1 inh: 1.8; CaV13 FRET inh: -5.3; HTR2A ag: -2.3; Shn3 inh set2: 15.0; Peg3 promoter: 19.9
Cc1c(Cc2ccccc2)[n+](=O)c2ccccc2n1[O-] across the screens: Cardio protect: 4.3; iPSC survival up: 5.3; PDI inh: 8.6; HIF-2a block: 6.2; NR2E3 ag-1: -5.5; NR2E3 ag-2: .; MITF TRPM1 inh: .; CaV13 FRET inh: -10.1; HTR2A ag: 4.3; Shn3 inh set2: -19.2; Peg3 promoter: 12.5

Screens: PubChem BioAssay, several laboratories
